PGK inhibitor – blocks T. brucei phosphoglycerate kinase | PGK/GAPDH coupled, Kinase-Glo luminescence, 60 min | Potency, µM (series often up to 57.5 µM), for inactives: at the top dose activity change, negative = inhibition, hits mostly inhibitors | 380,000 tested, 0.043% active; also: potency is read from the fitted curve at half-maximal effect; % is scaled to controls: 0 for no effect and ±100 for the full control effect; nearly all actives have a fitted effect of over 60% in size
Target sequence (P07378 whole entry, looked up): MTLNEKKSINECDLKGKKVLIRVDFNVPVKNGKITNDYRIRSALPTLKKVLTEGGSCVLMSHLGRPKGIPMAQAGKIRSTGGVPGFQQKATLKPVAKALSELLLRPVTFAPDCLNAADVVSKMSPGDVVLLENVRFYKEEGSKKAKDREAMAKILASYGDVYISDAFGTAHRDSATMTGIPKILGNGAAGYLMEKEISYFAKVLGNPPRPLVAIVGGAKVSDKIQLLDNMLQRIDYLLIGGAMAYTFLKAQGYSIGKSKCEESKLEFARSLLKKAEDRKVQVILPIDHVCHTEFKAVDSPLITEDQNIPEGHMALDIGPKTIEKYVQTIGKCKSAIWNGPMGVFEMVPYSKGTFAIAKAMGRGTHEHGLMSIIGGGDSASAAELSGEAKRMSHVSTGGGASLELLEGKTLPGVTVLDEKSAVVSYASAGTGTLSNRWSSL
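Recombinant glycosomal PGK reaction used 1,3-bisphosphoglycerate generated in-well by GAPDH (100nM final) in 100mM TEA pH 7.6, 5mM MgCl2, 0.01% Tween-20. After 60 minutes at room temperature, ATP was read by Kinase-Glo Plus luminescence end-point.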
JMJD2A Tudor inh – blocks the human JMJD2A Tudor domain; Potency, µM (top dose mostly 114 µM), for inactives: top-dose activity change, negative = inhibition, actives largely listed as inhibitors; AID 504339; O75164; 390,000 tested, 4.4% active; AlphaScreen JMJD2A-Tudor / H3K4me3 peptide binding; also: potency is read from the fitted curve at half-maximal effect; % is scaled to controls: 0 for no effect and ±100 for the full control effect; nearly all actives have a fitted effect of over 50% in size
Pin1 inhibitor – inhibitors of human Pin1; Q13526; Pin1 FP peptide displacement, HiFluor488, 10 min; Potency, µM (highest dose often 115 µM), without a hit: top-dose activity, negative = inhibition, usual class: inhibitors; 390,000 tested, 0.009% active; active = well fitted inhibition curve with a large enough effect in the polarisation, with a control signal flat, not every such curve was filed as active; inconclusive = small, poorly fitted or top-dose-only effect, or effect the other way, or a change in a side signal; inactive = no such curve, though single readings can be large or run the other way; the % refers to the polarisation; also: potency is read from the fitted curve at half-maximal effect; % is scaled to controls: 0 for no effect and ±100 for the full control effect
Target sequence (Q13526 whole entry, looked up): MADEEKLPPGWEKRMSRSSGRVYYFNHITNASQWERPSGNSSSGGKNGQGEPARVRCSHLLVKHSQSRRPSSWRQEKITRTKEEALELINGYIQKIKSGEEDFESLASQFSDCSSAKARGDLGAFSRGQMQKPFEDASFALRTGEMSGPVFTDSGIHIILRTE
GLS inh – inhibitors of human glutaminase (GLS); GLS enzymatic activity, qHTS titration; Potency, µM (titrated, usually from 45.5 µM), inactives show top-dose activity change, negative = inhibition, hits mostly inhibitors; 410,000 tested, 0.21% active; AID 624170; also: potency is read from the fitted curve at half-maximal effect; % is scaled to controls: 0 for no effect and ±100 for the full control effect
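hKGA; 45 mM KH2PO4 pH 8.2 + 0.02% Tween-20; cpd via pin tool; 1 mM Gln soln; GluOx/HRP/Amplex Red; RT 30 min; fluor. t0 & final.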
HP1b binding inh – blocks HP1-beta chromodomain binding to methylated histone tails | Potency, µM (series often up to 114 µM), inactives show top-dose activity change, negative = inhibition, usual class: inhibitors | 390,000 tested, 0.56% active | AlphaScreen HP1-beta / biotin-H3K9me3 peptide binding; also: potency is read from the fitted curve at half-maximal effect; nearly all actives have a fitted effect of over 70% in size; inactives centre near 23
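AlphaScreen: HP1-beta (50 nM) preformed 30 min with biotin-H3(1-18)K9me3 peptide (50 nM) in PBS pH 7.4, 0.01% Tween-20. Compound added for 30 min at RT, then streptavidin donor/nickel chelate acceptor beads (10 ug/mL) for 30 min.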
PI4K2A inh – inhibitors of human PI4K2A. Q9BTU6. purified PI4K2A, ADP-Glo luminescence, 1 h; stronger effect = lower value. activity change, negative = inhibition, % at 76.9 µM. 420,000 tested, 0.13% active. AID 1346378; in the data active = activity change below about -50%; inconclusive = mostly about -30% to -49%;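 also: -100% = wells without enzyme as full effect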
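ADP-Glo luminescence measured ADP generated by PI4K2A enzyme (4 ug/mL before mixing) with 1.2 mM PI substrate (pre-mix) and 300 microM ATP (pre-mix). Tris pH7.5 buffer with MgCl2, Triton X-100; 1 h reaction at ambient temperature.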
ERG-DNA inh – inhibitors of human ERG Ets domain-DNA interaction. fluorescence polarization, His-ERG Ets domain / labelled DNA. 370,000 tested, 0.028% active. Potency, µM (doses to about 76.9 µM), inactives show top-dose FP activity, negative = inhibition, usual class: inhibitors. AID 624246; active = well fitted inhibition curve with a large enough effect in the polarisation, with a control signal flat; inconclusive = small, poorly fitted or top-dose-only effect, or effect the other way, or a change in a side signal; inactive = no such curve, though single readings can be large or run the other way; the % refers to the polarisation;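 also: polarization taken with two DNA probes labelled with fluorescein and Texas red; potency is read from the fitted curve at half-maximal effect; % of control where 0% means no effect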
Target sequence (P11308 whole entry, looked up, the tested form may be a part): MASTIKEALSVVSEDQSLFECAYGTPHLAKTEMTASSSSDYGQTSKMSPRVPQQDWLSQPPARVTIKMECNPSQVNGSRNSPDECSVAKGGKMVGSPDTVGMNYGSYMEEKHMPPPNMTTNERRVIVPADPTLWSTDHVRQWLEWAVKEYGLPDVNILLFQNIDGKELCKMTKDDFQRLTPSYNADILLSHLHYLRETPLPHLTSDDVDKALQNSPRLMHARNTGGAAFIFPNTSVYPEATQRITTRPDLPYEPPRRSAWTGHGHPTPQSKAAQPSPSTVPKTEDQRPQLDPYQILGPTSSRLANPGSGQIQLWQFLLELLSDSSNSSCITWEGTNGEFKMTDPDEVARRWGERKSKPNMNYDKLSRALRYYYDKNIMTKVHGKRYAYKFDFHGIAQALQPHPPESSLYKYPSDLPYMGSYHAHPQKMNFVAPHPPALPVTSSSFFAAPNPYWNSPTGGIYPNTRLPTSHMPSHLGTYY
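His-tagged ERG Ets domain (1 uM in the protein solution; 300mM KCl, 50mM Tris-HCl, 1mM EDTA, 1mM DTT, pH 7.5) received compound, then a probe mix of 5 nM fluorescein-DNA and 100nM Texas-615-DNA. Fluorescence polarization was read for both dyes.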
BAZ2B inh – inhibitors of human BAZ2B bromodomain; AlphaScreen BAZ2B-H3K14Ac peptide displacement; 360,000 tested, 4.4% active; Potency, µM (series often up to 114 µM), inactives show at the top dose activity change, negative = inhibition, actives largely listed as inhibitors; Q9UIF8; also: potency is read from the fitted curve at half-maximal effect; % is scaled to controls: 0 for no effect and ±100 for the full control effect; nearly all actives have a fitted effect of over 60% in size
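Compounds, titrated to a top concentration of 110 uM, were incubated 30 min at room temperature with preformed BAZ2B/acetyl-K14 H3 peptide complex (50 nM each). Proximity signal was measured by AlphaScreen after 20 min with beads.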
G9a inh – blocks human histone lysine methyltransferase G9a; AID 504332; G9a H3K9 monomethylation, AlphaScreen, 2 h; Q96KQ7; 350,000 tested, 8.8% active; Potency, µM (titrated, usually from 102 µM), inactives show top-dose activity, negative = inhibition, hits mostly inhibitors; also: potency is read from the fitted curve at half-maximal effect; % is scaled to controls: 0 for no effect and ±100 for the full control effect; nearly all actives have a fitted effect of over 75% in size
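G9a (20 nM) was preincubated 15 min with compound, then reacted 2 h at room temperature with 500 nM biotin-H3K9 peptide and 20 µM SAM. Monomethyl-H3K9 detected by AlphaScreen using anti-H3K9me1 antibody.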
Starred values were filed as active, the others as inactive; i = inactive; ? = inconclusive; · = no result given; [ ] = remark or other dose. Unless noted, calls follow the shape of the dose curve; as a rule, active = well fitted curve in the direction sought with a large enough effect; inconclusive = small, poorly fitted or top-dose-only effect, or another doubt; inactive = no such curve, though single readings can be large; an effect the other way counts as inactive or inconclusive.

SMILES	PGK inhibitor	JMJD2A Tudor inh	Pin1 inhibitor	GLS inh	HP1b binding inh	PI4K2A inh	ERG-DNA inh	BAZ2B inh	G9a inh
CC(=O)C1=NOC(CNC(=O)c2c(-c3ccccc3Cl)noc2C)C1 (stereo not drawn)	-12%	-8%	-12%	0%	27%	-1	4%	4%	1%
CCCc1nc(N)c(C#N)c(-c2ccco2)c1CC	-3%	-15%	31%[activator]	3%	32%	-4	-1%	0%	-41%[59 µM]
O=C(O)c1ccc2c(c1)OCCO2	-4%	-13%	4%	12%	17%	-19	1%	-3%	10%[12.7 µM]
CC[C@@H](C)[C@@H]1CN([C@@H](C)CN2CCC[C@H]2CN2C(N)=NC[C@H]2C(C)C)C(=N)N1CCc1ccc(Cl)c(Cl)c1	1%	?	0%	4%	11%	-1	5%	·	·
COc1ccc(-c2noc(CSc3nnc(Cc4ccccc4)n3-c3ccccc3)n2)cc1OC	2%	-24%	?	-9%	8%	-1	8%	-18%	-41%[59 µM]
CCOCCCNC(=O)Cc1c(C(=O)O)[nH]c2ccc(Cl)cc12	i	-18%	0%	-11%	15%	4	4%	1%	17%[59 µM]
c1ccc(CSc2nnc(-c3ccco3)n2Cc2ccccc2)cc1	i	-16%	-2%	1%	17%	-4	-2%	-36%	?
COc1ccc(C2CC(c3ccccc3)=NN2C(=O)c2cccs2)cc1 (stereo not drawn)	-11%	-10%	11%	-6%	41%[activator]	-2	13%	2%	-47%
Cc1ccc(S(=O)(=O)N2[C@@H](c3cccc(Cl)c3)C(C(=O)O)=CC[C@H]2c2ccc(Cl)c(Cl)c2)cc1	-19%	-28%	·	-2%	27%	-2	-4%	?	13%[2.33 µM]
Cc1cccn2c(=O)c(C=O)c(N3CCN(c4ccccc4)CC3)nc12	4%	-33%	-3%	0%	2%	4	-6%	?	?
CC(=O)Nc1cccc(NC(=O)c2ccc(COc3ccccc3)cc2)c1	-1%	-21%	1%	8%	-21%	-5	-6%	-32%	12%
COc1cccc(COC(=O)C2CC(=O)N(Cc3ccco3)C2)c1OC (stereo not drawn)	1%	-15%	3%	7%	22%	-4	7%	-12%	·

Reprinted from the part before: six entries, followed by the next part.
SMILES	PGK inhibitor	JMJD2A Tudor inh	Pin1 inhibitor	GLS inh	HP1b binding inh	PI4K2A inh	ERG-DNA inh	BAZ2B inh	G9a inh
c1ccc(CSc2nnc(-c3ccco3)n2Cc2ccccc2)cc1	i	-16%	-2%	1%	17%	-4	-2%	-36%	?
COc1ccc(C2CC(c3ccccc3)=NN2C(=O)c2cccs2)cc1 (stereo not drawn)	-11%	-10%	11%	-6%	41%[activator]	-2	13%	2%	-47%
Cc1ccc(S(=O)(=O)N2[C@@H](c3cccc(Cl)c3)C(C(=O)O)=CC[C@H]2c2ccc(Cl)c(Cl)c2)cc1	-19%	-28%	·	-2%	27%	-2	-4%	?	13%[2.33 µM]
Cc1cccn2c(=O)c(C=O)c(N3CCN(c4ccccc4)CC3)nc12	4%	-33%	-3%	0%	2%	4	-6%	?	?
CC(=O)Nc1cccc(NC(=O)c2ccc(COc3ccccc3)cc2)c1	-1%	-21%	1%	8%	-21%	-5	-6%	-32%	12%
COc1cccc(COC(=O)C2CC(=O)N(Cc3ccco3)C2)c1OC (stereo not drawn)	1%	-15%	3%	7%	22%	-4	7%	-12%	·
NC(=O)C1CCN(C(=O)c2cnn(-c3ccccc3)c2NC(=O)c2cccc(F)c2)CC1	-2%	-6%	-6%	-2%	23%	-5	5%	2%	-22%
COc1cc(C2Nc3ccccc3-c3nnc(SCc4ccc(C)cc4)nc3O2)cc(OC)c1O (stereo not drawn)	11%	?	-5%	40%[activator]	13%	-1	-3%	?	7.1µM*
CCOC(=O)C1CCCN(C(=O)c2cccc(S(=O)(=O)N3CCOCC3)c2)C1 (stereo not drawn)	-4%	-14%	0%	16%	34%	-4	-3%	-17%	8%
Cc1ccc2c(c1)N(Cc1ccc([N+](=O)[O-])cc1)C=NS2(=O)=O	-1%	-25%	-3%	2%	18%	1	-4%	1%	?
Cn1nnnc1SCC(=O)N1N=C(c2ccc(Cl)cc2)CC1c1ccco1 (stereo not drawn)	-9%	-26%	-3%	-4%	4%	2	-15%	·	·
Cc1[nH]c2ccc(Br)cc2c(=O)c1CN1CCCCCC1	2%	-30%	10%	-21%	19%	0	3%	0%	-6%[2.33 µM]
O=C(c1ncn(Cc2ccccc2)c1C(=O)N1CCc2ccccc2C1)N1CCc2ccccc2C1	4%	-27%	-1%	8%	19%	-16	1%	-11%	-6%[0.501 µM]
COC(=O)[C@H](C)N1C/C=C\COc2c(Cl)cc(Cl)cc2S1(=O)=O	i	0%	-2%	-1%	44%[activator]	-3	9%	·	·
O=C(CCNC(=O)c1ccc(Cl)cc1)NCc1ccccc1Cl	0%	-22%	2%	3%	26%	3	-1%	8%	-2%[0.501 µM]
Cc1ccc(OCC(=O)NCCNC(=O)c2cnccn2)cc1	-6%	-6%	0%	0%	8%	-1	-5%	0%	22%
Cc1ccc(NC(=O)CN(C)S(=O)(=O)c2ccc3c(c2)c(=O)n(C)c(=O)n3C)cc1	1%	-11%	-2%	5%	16%	-4	23%	-2%	-1%[0.0925 µM]
COc1ccccc1NC(=O)CCC(=O)N/N=C(/C)c1ccc(C)cc1	-5%	2%	2%	-6%	50%[activator]	0	-4%	7%	23%[59 µM]
O=S(=O)(c1ccccc1)C1CON(Cc2ccccc2)C1c1ccccc1 (stereo not drawn)	-3%	-13%	3%	0%	-15%	-2	3%	5%	21%
CN(C)S(=O)(=O)N1CCC(Oc2ccc(C(=O)N3CCCCCCC3)cc2)CC1	-8%	-5%	1%	-6%	23%	-6	-2%	56µM*	?
COc1ccc(S(=O)(=O)N2CCOC2CNC(=O)C(=O)NCc2ccncc2)cc1C (stereo not drawn)	i	-5%	-1%	-2%	35%	1	9%	·	·
Cc1nc2sc(C(=O)NCc3ccc(Cl)cc3)c(NC(=O)c3ccccc3)c2c(C)c1C	·	-12%	-1%	-2%	11%	0	-3%	-8%	-9%[59 µM]
C=C(C)CSc1nncn1/N=C/c1ccc(OC)cc1	-1%	-8%	-4%	2%	18%	-1	6%	5%	-22%
O=C(OCc1ccccc1)N1CCC2CC1c1cc(-c3ccc4c(c3)OCO4)ccc12 (stereo not drawn)	i	-3%	2%	-1%	31%	-4	-13%	·	·
CCCCn1nc2cc(C(=O)NCCCCc3ccccc3)ccc2c1OCC	-1%	11%	-5%	4%	45%[activator]	-4	12%	-2%	6%[12.7 µM]
CCOc1ccc(NC(=O)C2CCC(C)(C(=O)O)C2(C)C)cc1 (stereo not drawn)	5%	0%	4%	8%	39%	5	-2%	8%	25%[59 µM]
Cc1onc(-c2c(Cl)cccc2Cl)c1/C(N)=N/OC(=O)C1CC1	i	2%	0%	-7%	46%[activator]	-7	13%	4%	·
Cc1nc(N)sc1-c1csc(Nc2ncccn2)n1	-2%	?	4%	-23%	?	-8	-6%	?	?
Cc1c(C#N)c2ccccc2n1CC(=O)NCc1ccccc1	-2%	-10%	11%	1%	16%	6	4%	-4%	25%[59 µM]
Cc1cc(C)cc(C(=O)Nc2ccncc2)c1	-1%	-2%	4%	9%	26%	3	2%	-20%	·

Record cards (already shown):
`O=C(OCc1ccccc1)N1CCC2CC1c1cc(-c3ccc4c(c3)OCO4)ccc12` (stereo not drawn) across the screens: PGK inhibitor: i; JMJD2A Tudor inh: -3%; Pin1 inhibitor: 2%; GLS inh: -1%; HP1b binding inh: 31%; PI4K2A inh: -4; ERG-DNA inh: -13%; BAZ2B inh: ·; G9a inh: ·
`Cc1onc(-c2c(Cl)cccc2Cl)c1/C(N)=N/OC(=O)C1CC1` across the screens: PGK inhibitor: i; JMJD2A Tudor inh: 2%; Pin1 inhibitor: 0%; GLS inh: -7%; HP1b binding inh: 46%[activator]; PI4K2A inh: -7; ERG-DNA inh: 13%; BAZ2B inh: 4%; G9a inh: ·

(more compounds)
SMILES	PGK inhibitor	JMJD2A Tudor inh	Pin1 inhibitor	GLS inh	HP1b binding inh	PI4K2A inh	ERG-DNA inh	BAZ2B inh	G9a inh
O=c1oc2cc(OCc3ccc(F)cc3F)ccc2cc1-c1ccccn1	-9%	18%	-1%	-15%	56%	4	-9%	5%	-2%
Nc1ccc2c(c1)C/C(=C/c1ccco1)C2=O	-10%	-33%	?	7%	-15%	-24	25%	?	7.1µM*
Cc1ccsc1C(C(=O)NC(C)(C)C)N(Cc1ccco1)C(=O)c1csnn1 (stereo not drawn)	4%	-11%	4%	7%	5%	3	1%	-1%	-14%
COc1ccc(-c2cc(C(=O)N3CCCC(C(F)(F)F)C3)c3ccccc3n2)cc1OC (stereo not drawn)	i	-8%	3%	6%	39%[activator]	-3	-8%	0%	3%
O=C(Nc1nnc(-c2ccccc2Cl)o1)c1ccco1	-6%	79µM*	-2%	-11%	13%	1	0%	79µM*	?
CC1CCN(CC(=O)Nc2ccc(S(=O)(=O)N3CCC(C)CC3)cc2)CC1	0%	0.79µM*	-7%	4%	?	-6	5%	?	·
